# NCOA2 inhibitor: inhibits human steroid receptor coactivator 2 | Q15596 | HEK293 GAL4-SRC2 luciferase reporter, luminescence | inhibition, % at 9 µM | 370,000 tested, 0.17% active;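 active = inhibition above the mean inhibition of all tested compounds plus 3 SD, set per campaign, cut at about 52% in these data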;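 also: 0% = DMSO treated cells and 100% = cells given Gossypol at 36 µM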
# TLR9-MyD88 inh: blocks human TLR9 binding to MyD88. CHO BLA complementation TLR9-MyD88, CCF4 FRET ratio. inhibition, % at 4.98 µM. 340,000 tested, 0.21% active. AID 504734;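 active = inhibition above the mean over all tested compounds plus 3 SD, cut at about 21% in these data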;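 also: 0% = DMSO only wells and 100% = clavulanate BLA inhibitor control wells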
# MC4R antag cAMP: blocks human MC4R cAMP signaling. P32245. MC4R-expressing cells, MTII-stimulated cAMP, LANCE TR-FRET. inhibition, % at 6.5 µM. 360,000 tested, 0.48% active;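 active = inhibition above its plate's cutoff, the mean of tested wells on that plate plus 3 SD, cut at about 29% in these data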;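 also: 0% = Melanotan II alone and 100% = Melanotan II plus saturating MCL0020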
# Target sequence (P32245 whole entry, looked up): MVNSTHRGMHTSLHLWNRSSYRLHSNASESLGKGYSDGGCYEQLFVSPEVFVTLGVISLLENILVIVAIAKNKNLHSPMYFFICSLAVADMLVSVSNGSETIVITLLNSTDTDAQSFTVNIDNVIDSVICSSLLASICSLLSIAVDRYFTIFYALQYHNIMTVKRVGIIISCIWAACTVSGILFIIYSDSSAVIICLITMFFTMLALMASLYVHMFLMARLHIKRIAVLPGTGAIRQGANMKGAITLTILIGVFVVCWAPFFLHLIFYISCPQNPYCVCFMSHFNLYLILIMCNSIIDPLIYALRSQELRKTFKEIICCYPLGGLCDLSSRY
#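 Assay system: human MC4R-expressing U2OS cells; reagent: Melanotan II stimulation of cells; dosing: 6.5 µM single dose; timing: compound 30 min, challenge 1 h, detection 1 h; signal: TR-FRET cAMP assay; replicates: one well per compound, no replicates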
# NOD2-RIPK2 inh: blocks binding of human NOD2 to RIPK2; 360,000 tested, 0.38% active; CHO BLA complementation NOD2-RIPK2, CCF4 ratio; inhibition, % at 4.98 µM; in the data active = inhibition above about 21%;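 also: 0% = vehicle only and 100% = reference blocker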
# Target sequence (O43353 whole entry, looked up): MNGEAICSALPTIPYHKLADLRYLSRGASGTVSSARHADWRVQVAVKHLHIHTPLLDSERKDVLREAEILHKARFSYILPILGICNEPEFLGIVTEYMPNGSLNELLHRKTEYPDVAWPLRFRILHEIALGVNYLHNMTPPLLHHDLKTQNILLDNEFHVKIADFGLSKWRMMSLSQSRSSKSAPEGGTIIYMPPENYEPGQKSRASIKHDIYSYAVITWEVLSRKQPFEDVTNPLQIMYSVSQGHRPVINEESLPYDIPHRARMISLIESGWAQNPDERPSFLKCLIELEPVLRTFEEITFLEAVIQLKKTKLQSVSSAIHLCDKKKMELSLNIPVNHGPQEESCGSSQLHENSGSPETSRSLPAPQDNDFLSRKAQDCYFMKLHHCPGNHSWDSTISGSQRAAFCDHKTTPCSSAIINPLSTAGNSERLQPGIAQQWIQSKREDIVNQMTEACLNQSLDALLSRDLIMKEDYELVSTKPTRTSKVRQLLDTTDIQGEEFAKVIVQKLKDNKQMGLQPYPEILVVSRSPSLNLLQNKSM
# Cardio protect: myocardial damage modulation in H9c2 cells. H9c2 cardiomyocytes, H2O2 injury protection, ATPLite, 2 h. protection from H2O2 cell death, % at 20 µM. 360,000 tested, 0.63% active. AID 588492;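 active = compounds giving at least 50% protection of heart cells from peroxide-induced death in the single-dose screen, raw or plate-pattern-corrected value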;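 also: 0% = DMSO wells with peroxide and 100% = DMSO wells without peroxide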
# N-glyco inh: blocks N-linked glycosylation in D54 reporter cells | D54 ERlucT glycosylation luciferase reporter, 24 h; percent of 100 nM tunicamycin response | reporter increase, % at 12.5 µM | 360,000 tested, 0.23% active | AID 588692;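 active = mean luciferase reporter signal, scaled so untreated is 0 and the glycosylation-blocking control 100, at or above a set limit in every replicate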;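 also: luciferase carries N-glycosylation sites so blocking glycosylation raises the light; 0% = median of neutral control wells and 100% = median of 100 nM tunicamycin wells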
# MC4R barr agon: activates human MC4R beta-arrestin recruitment; P32245; U2OS MC4R beta-arrestin complementation, luminescence; percent of melanotan II response, DMSO zero; activation, % at 8.9 µM; 360,000 tested, 0.98% active; AID 540308;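 active = activation above a per-plate cutoff, the mean activation of sample wells on that plate plus 3 SD, cut at about 8% in these data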
# ABHD5-PLIN5 inh: ABHD5-PLIN5 protein interaction inhibition; 360,000 tested, 0.78% active; Split G. princeps luciferase complementation, luminescence, 4 h; Q00G26+Q8WTS1; inhibition, % at 4 µM; AID 602281;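 active = inhibition above the mean inhibition across every tested compound plus 3 SD, cut at about 22% in these data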;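 also: 0% = DMSO only wells and the 100% control is not disclosed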
# m5-HT2A agonist: activates the mouse 5-HT2A serotonin receptor; P35363; CHO-K1 mHTR2A beta-arrestin complementation, luminescence; percent of 30 µM serotonin response; activation, % at 7.6 µM; 360,000 tested, 0.66% active;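 active = activation above a run cutoff, the mean activation of all tested compounds plus 3 SD, cut at about 14% in these data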;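 also: 0% = plate median of compound wells and 100% = 30 µM serotonin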
# ABCB6 inh MLPCN: inhibitors of human ABC transporter ABCB6; 360,000 tested, 0.19% active; AID 602162; fluorescence ratio to DMSO, % at 10 µM; K562-ABCB6 porphyrin accumulation, flow cytometry, 1 h; hits give low values;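 active = fluorescence ratio to DMSO below 75%, the collection mean minus 3 SD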;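 also: signal is porphyrin accumulated inside mitochondria; 100% equals median channel fluorescence of DMSO control wells; lower ratio means ABCB6 inhibition with less porphyrin fluorescence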
# An asterisk follows results filed as active; . = not tested or not shown; & = joins results of further samples. Some of the compounds tested. The share of hits here may be higher or lower than overall.
SMILES,NCOA2 inhibitor,TLR9-MyD88 inh,MC4R antag cAMP,NOD2-RIPK2 inh,Cardio protect,N-glyco inh,MC4R barr agon,ABHD5-PLIN5 inh,m5-HT2A agonist,ABCB6 inh MLPCN
CC(C)C(=O)N1CCN(CCN=CC2=C(O)CC(c3ccco3)CC2=O)CC1 (configuration not stated),2&10,-9&15,12&-6,-1&-8,10&8,0&0,-1.6&0.3,2&16,-5&3,101&97
COc1cccc(N2CCN(S(=O)(=O)c3ccc4c(c3)oc(=O)n4C)CC2)c1,-8,6,0,-6,-1,-1,-1.5,0,4,92
Cn1ncc(Cl)c1C(=O)NCc1ccco1,-27,-1,1,-6,0,0,-2.8,4,-2,98
C[C@H](CO)N1C[C@H](C)[C@@H](CN(C)Cc2ccc(Cl)c(Cl)c2)Oc2c(NS(=O)(=O)c3ccc(F)cc3)cccc2C1=O,-9,-3,7,12,8,1,0.0,-1,-10,101
N#CCCN(C(=O)COc1ccc(Cl)cc1Cl)c1ccccc1,17,-1,9,1,-2,2,0.7,-2,4,98
CNC(=O)COc1coc(CN2CCN(Cc3ccccc3)CC2)cc1=O,-33,2,4,-2,-1,-1,-1.1,-2,5,98
C/C(=N\NC(=O)c1nnn(-c2nonc2N)c1CN1CCCCCC1)c1ccc(Br)cc1,-9,1,-1,-3,6,1,0.9,5,2,86
O=C(NCC1CC1)c1ccc2c3n(nc2c1)-c1ccccc1CO3,-33,2,4,-1,-30,-13,4.2,5,1,96
O=C(CCS(=O)(=O)c1cccc2nonc12)N1CC(=O)N(CCc2ccccc2)C(=O)C1,-31,-9,6,-10,-2,1,-0.4,2,-1,102
CN1CCN(c2ccccc2NC(=O)COc2ccc(Cl)cc2)CC1,0,-13,8,-2,0,-4,-2.0,0,-7,97
COc1ccc(NC(=O)COC(=O)Cn2cnc3ccccc3c2=O)c(OC)c1,-40,11,4,3,3,-1,-3.9,2,-3,97
O=C(Cn1ccc(C(F)(F)F)n1)N/N=C/c1ccc2c(c1)OCO2,-24,-2,2,-1,-4,7,1.7,5,-2,89
O=C(N/N=C/c1ccccc1C(=O)O)c1cccc(S(=O)(=O)Nc2cc(Cl)ccc2Cl)c1,-3,4,20,-12,-1,1,-0.8,2,0,100
c1ccc(C2Oc3ccccc3C3CC(c4cccs4)=NN32)cc1 (configuration not stated),-37,-6,2,-9,10,-3,0.2,19,-1,100
CC(C)c1ccc(N(C(=O)c2csnn2)C(C(=O)NC2CCCC2)c2ccncc2)cc1 (configuration not stated),-30,-3,4,-10,-6,1,1.8,-9,6,89
Cc1ccsc1CN(C)C(=O)CN1C(=O)NC2(CCCCC2C)C1=O (configuration not stated),-8,2,-2,-3,1,1,-1.1,5,-5,89
COCC(=O)N(Cc1cc2cc(OC)ccc2[nH]c1=O)c1ccccc1,-12,1,9,-6,5,-1,-1.1,3,11,103
O=C(Cn1cc(SCc2ccccc2Cl)c2ccccc21)N1CCOCC1,-46,-3,5,-1,0,-2,0.9,-7,-1,97
Cc1ccc(C(=O)Nc2nc(=O)n(C(=O)CC(C)C)s2)cc1,-26,-1,3,-13,-13,-3,-1.3,-4,6,95
Cc1nc(SCC(=O)Nc2cc(C)on2)c2c(C)c(C)sc2n1,-9,-1,12,2,0,-1,-0.2,-6,3,98
N/C(=N\OC(=O)c1ccccc1)C(C(=O)NOC(=O)c1ccccc1)C1CCCCC1 (configuration not stated),-9,6,16,7,0,8,2.4,-1,1,103
O=C(N/N=C/C=C/c1cccc([N+](=O)[O-])c1)c1ccncc1,11,-5,1,-3,-1,1,1.0,-2,-1,101
CSc1nsc(NC(=O)CCNC(=O)c2ccc([N+](=O)[O-])cc2)n1,3,1,15,12,-2,3,-0.9,-2,-2,96
COc1ccc(-c2nn(-c3ccccc3)cc2C(=O)NC2CC2)cc1,-5,-4,0,-8,5,-1,-1.1,-4,1,98
Cc1nc(N2CCOCC2)[nH]c(=O)c1CCC(C)C,-33,-3,-4,0,-2,3,-0.9,3,10,95

# Next section.
SMILES,NCOA2 inhibitor,TLR9-MyD88 inh,MC4R antag cAMP,NOD2-RIPK2 inh,Cardio protect,N-glyco inh,MC4R barr agon,ABHD5-PLIN5 inh,m5-HT2A agonist,ABCB6 inh MLPCN
Clc1cccc(/C=N\Nc2nccs2)c1,-63,2,13,2,-5,0,0.8,-7,4,94
CN(C)CC(C)(C)CNS(=O)(=O)c1cccc2nsnc12,5,0,-2,-5,3,-1,-1.9,-8,1,84
CCCCCCNc1c([N+](=O)[O-])c(=O)sc2ccccc12,5,0,26,-4,-13,2,3.9,-1,-5,94
CCOc1ccc(NC(=O)N2CCN(c3nc4ccccc4s3)CC2)cc1,9,6,-2,-99,-15,4,-0.3,2,30*,91
CNc1oc(Cc2ccccc2)nc1S(=O)(=O)c1ccccc1,.,12,2,2,2,3,-0.2,0,6,89
O=C(COC(=O)c1ccc2c(c1)OCO2)Nc1ccccc1OC(F)F,-5,5,17,-2,-3,0,3.0,0,-14,97
Cc1c(C(=O)NCc2ccco2)oc2c(F)cccc12,-4,-1,-5,-21,1,-1,-1.6,9,5,94
Cc1ccc2nc(N3C(=O)CNC3=S)sc2c1,-50,.,1,-6,-13,-8,-3.0,-6,-6,102
CCOC(=O)c1cccc(NC(=O)CSc2nnc(-c3ccncc3)n2CCCOC)c1,5,-1,2,1,5,0,-1.9,4,3,99
CCC(C)(C)n1nnnc1C(c1cc2ccc(C)cc2[nH]c1=O)N(Cc1cccnc1)Cc1ccco1 (configuration not stated),-7,1,-2,8,4,-8,-1.7,12,-3,94
Cc1cccc(C)c1NC(=O)CNC(=O)CN1C(=O)NC2(CCc3ccccc32)C1=O (configuration not stated),5,5,4,2,0,0,-1.3,5,5,96
CCOC(=O)C1=CN(C)C=C(C(=O)OCC)C1c1ccsc1,-11,-12,-2,-1,1,0,-1.2,-4,-3,98
Cc1ccc2oc(C(=O)N3CCC(O)(c4cccc(C(F)(F)F)c4)CC3)c(C)c2c1,-22,-8,4,11,-9,2,3.4,-3,3,99
O=C(CN1CCCCC1)Nc1c2c(nc3ccccc13)N(c1ccccc1)CC2,10,10,1,3,-8,-4,-3.0,13,-5,98
COc1ccc(N2CCN(C(c3cc4cc(C)ccc4[nH]c3=O)c3nnnn3Cc3ccccc3)CC2)cc1 (configuration not stated),14,-5,3,-5,1,0,-0.6,-3,-11,93
CCCCC(=O)OCC(=O)c1ccc(OCC)cc1,5,3,3,0,-11,4,-1.6,-5,5,100
Cc1ccc(S(=O)(=O)CCC(=O)Nc2nc3c(s2)CCCC3)cc1,-3,-5,2,11,3,-6,1.6,-7,1,99
O=C(O)CC(NCc1ccco1)C(=O)OCCCl (configuration not stated),4,2,11,-1,6,1,-2.0,2,1,92
O=C(Nc1ccon1)c1cc(-c2ccccc2)nc2ccccc12,19,3,-1,-2,3,3,-1.1,1,-1,93
COC(=O)c1ccc(NC(=O)COc2cccc3c2OC(C)(C)C3)cc1,0,-6,-1,-7,0,3,0.1,0,3,93
N#CCSc1ccc2nc(-c3ccccc3)cn2n1,-61,4,8,-2,1,0,-0.9,-1,0,97
COc1ccc(OC)c(C(=O)NC2CCCc3c2cnn3-c2cc(C)cc(C)c2)c1 (configuration not stated),8,-2,-1,4,-11,-10,-3.7,-10,3,94
S=c1[nH]nc(-c2ccccc2)n1/N=C/c1ccc(-c2ccccc2Cl)o1,15,4,9,1,-4,-14,12*,-13,-2,99
Cc1ccc(S(=O)(=O)NCC2CCC(C(=O)N3CCOCC3)CC2)cc1 (configuration not stated),1,-11,-4,6,3,-1,-0.7,3,8,101
COCCNc1cnn(-c2ccccc2)c(=O)c1Cl,-23,-5,-5,1,-5,1,0.5,4,2,104

# (listing goes on)
SMILES,NCOA2 inhibitor,TLR9-MyD88 inh,MC4R antag cAMP,NOD2-RIPK2 inh,Cardio protect,N-glyco inh,MC4R barr agon,ABHD5-PLIN5 inh,m5-HT2A agonist,ABCB6 inh MLPCN
Cc1ccc(C(=O)Nc2nc(C)c(C(=O)Nc3ccc4c(c3)CCC4)s2)cc1,-67,-4,-24,-4,5,13,-4.0,-5,5,93
Cc1cc(OCC(=O)Nn2cnnc2)c(C)cc1Br,-6,-3,0,-6,2,1,1.3,-2,3,86
O=c1c2c(n3nnnc3n1-c1ccccc1)-c1ccccc1CC21CCCC1,3,0,16,-5,-14,0,2.1,6,2,95
O=C(Nc1ccc(F)cc1F)Nc1sccc1-c1nc2ccccc2s1,-37,-16,-3,-5,1,-1,0.9,-2,-4,110
CC(C)(C)C(=O)NNC(=O)c1cnccn1,-4,1,3,2,5,1,-2.2,-4,-1,97
CCn1nnc(NC(=O)CSc2ccc(Cl)cc2)n1,.,1,-4,6,-1,1,-2.5,-5,-1,95
CCc1cc2ccc(C)cc2nc1SCC(=O)c1ccc(NC(C)=O)cc1,-1,-10,1,-6,-10,-1,-1.9,-5,-4,90
Cn1c(=O)n(Cc2ccccc2F)c(=O)c2c1nc1n2CCN1Cc1ccco1,-4,-2,6,3,8,0,0.8,-2,0,97

# One compound at a time (already shown). Order of values: NCOA2 inhibitor	TLR9-MyD88 inh	MC4R antag cAMP	NOD2-RIPK2 inh	Cardio protect	N-glyco inh	MC4R barr agon	ABHD5-PLIN5 inh	m5-HT2A agonist	ABCB6 inh MLPCN
# `O=C(Nc1ccc(F)cc1F)Nc1sccc1-c1nc2ccccc2s1` across the screens: -37	-16	-3	-5	1	-1	0.9	-2	-4	110
# `Cc1cc(OCC(=O)Nn2cnnc2)c(C)cc1Br` across the screens: -6	-3	0	-6	2	1	1.3	-2	3	86

# Structures from the list above with an aryl thioether with sulfur outside any ring, in the order listed:
SMILES,NCOA2 inhibitor,TLR9-MyD88 inh,MC4R antag cAMP,NOD2-RIPK2 inh,Cardio protect,N-glyco inh,MC4R barr agon,ABHD5-PLIN5 inh,m5-HT2A agonist,ABCB6 inh MLPCN
O=C(Cn1cc(SCc2ccccc2Cl)c2ccccc21)N1CCOCC1,-46,-3,5,-1,0,-2,0.9,-7,-1,97
Cc1nc(SCC(=O)Nc2cc(C)on2)c2c(C)c(C)sc2n1,-9,-1,12,2,0,-1,-0.2,-6,3,98
CSc1nsc(NC(=O)CCNC(=O)c2ccc([N+](=O)[O-])cc2)n1,3,1,15,12,-2,3,-0.9,-2,-2,96
CCOC(=O)c1cccc(NC(=O)CSc2nnc(-c3ccncc3)n2CCCOC)c1,5,-1,2,1,5,0,-1.9,4,3,99
N#CCSc1ccc2nc(-c3ccccc3)cn2n1,-61,4,8,-2,1,0,-0.9,-1,0,97
CCn1nnc(NC(=O)CSc2ccc(Cl)cc2)n1,.,1,-4,6,-1,1,-2.5,-5,-1,95
CCc1cc2ccc(C)cc2nc1SCC(=O)c1ccc(NC(C)=O)cc1,-1,-10,1,-6,-10,-1,-1.9,-5,-4,90

# From PubChem BioAssay
